Compound activity from PubChem BioAssay.
TexasRed fluor – counter-screen for TRb-SRC2 inhibitors: fluorescence interference. 0.29% of 280,000 active. TRb/SRC2 Texas Red total fluorescence interference. Potency, µM (highest dose often 106 µM), for the others: at the highest dose fluorescence change, negative = quenching; active = well fitted curve in either direction with a large enough effect; inconclusive = small, poorly fitted or top-dose-only effect
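Human TRb ligand-binding domain at 0.6 uM with 20 nM Texas Red SRC2 peptide in Tris buffer containing 1 uM T3 and 5% DMSO, incubated with compound 5 h at ambient temperature. Total fluorescence (555/632 nm) calculated as parallel + 2 × perpendicular.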
TRb-SRC2 inh – disrupts binding of human TR beta to SRC2; AID 1469; P10828; TRbeta-SRC2 peptide binding, fluorescence polarization; receptor liganded with 1 µM T3; 0.065% of 280,000 active; Potency, µM (titrated, usually from 106 µM), without a hit: at the top dose activity change, negative = inhibition, most hits filed as inhibitors;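 note: plate controls were bound peptide for no effect and peptide without receptor for full effect; nearly all actives have a fitted effect of over 50% in size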
Target sequence (P10828 whole entry, looked up): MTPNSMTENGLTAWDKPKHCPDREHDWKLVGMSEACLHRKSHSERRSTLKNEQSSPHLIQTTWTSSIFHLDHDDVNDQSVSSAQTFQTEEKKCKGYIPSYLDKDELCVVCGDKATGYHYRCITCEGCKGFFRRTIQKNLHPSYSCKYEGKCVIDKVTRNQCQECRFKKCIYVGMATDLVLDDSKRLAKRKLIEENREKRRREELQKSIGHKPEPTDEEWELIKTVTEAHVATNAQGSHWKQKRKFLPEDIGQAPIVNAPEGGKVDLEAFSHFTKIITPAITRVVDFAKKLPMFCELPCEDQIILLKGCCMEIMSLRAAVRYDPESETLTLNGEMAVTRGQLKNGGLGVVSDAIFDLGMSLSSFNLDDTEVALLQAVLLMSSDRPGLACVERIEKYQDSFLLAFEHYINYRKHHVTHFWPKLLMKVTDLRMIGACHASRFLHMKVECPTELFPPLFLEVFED
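Quantitative HTS by FP: 0.6 uM TRb LBD, 20 nM labeled SRC2 20-mer, 1 uM T3, 5% DMSO; 5 hr ambient incubation; % activity per concentration and potencies from concentration series.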
GAA glycogen mod – GAA glycogen-cleavage inhibition or activation; P10253; recombinant GAA, glycogen substrate, Amplex Red glucose oxidase fluorescence; Potency, µM (series often up to 76.4 µM), for inactives: at the top dose activity change, negative = inhibition, hits mostly inhibitors; 0.38% of 300,000 active; AID 2100;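 note: 0% = full enzyme reaction and -100% = no-enzyme basal signal; the screen sought inhibitors and activators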
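qHTS, 1536-well; enzyme 4 nM final; cpd up to 77 uM; substrate bovine liver glycogen 30 ug; 50 mM citrate/phosphate pH 5.0, 0.01% Tween-20; 37 C, 40 min; Amplex Red detection 45 min RT; Hill fit → AC50.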
Numbers without * were called inactive; ? = inconclusive; & = joins results of further samples; [ ] = another dose, or the depositor's remark. Unless noted, calls come from the whole dose curve; as a rule, active = well fitted curve in the direction sought with a large enough effect; inconclusive = small, poorly fitted or top-dose-only effect, or another doubt; inactive = no such curve, though single readings can be large; an effect the other way counts as inactive or inconclusive. Unless noted, % is set by controls: 0 for no effect and ±100 for the full control effect; potency is the fitted concentration of half-maximal effect. Not all compounds are listed. The share of hits here may be higher or lower than overall.

Start of the listing, in advance (2 entries):
Second line of a record: TexasRed fluor	TRb-SRC2 inh	GAA glycogen mod
CCOc1cc(C(c2c(C)[nH]n(-c3ccccc3)c2=O)c2c(C)[nH]n(-c3ccccc3)c2=O)ccc1O
 : -8%	-18%	?
Cc1ccc(NC(=O)Cn2cc3c(n2)CCCCC3)cc1
 : -3%	13%	-23%[76.3 µM]

The listing, from the first entry:
Second line of a record: TexasRed fluor	TRb-SRC2 inh	GAA glycogen mod
CCOc1cc(C(c2c(C)[nH]n(-c3ccccc3)c2=O)c2c(C)[nH]n(-c3ccccc3)c2=O)ccc1O
 : -8%	-18%	?
Cc1ccc(NC(=O)Cn2cc3c(n2)CCCCC3)cc1
 : -3%	13%	-23%[76.3 µM]
COc1cc(NC(=O)c2nn(C)c3c2COc2ccccc2-3)cc(OC)c1OC
 : 1%	3%	2%[76.3 µM]
Cc1ccc(C)c(Cn2c3ccccc3c3cnn(CC(=O)NCCc4ccccc4)c(=O)c32)c1
 : -2%	-2%	-5%[76.3 µM]
COc1ccc(C)cc1NC(=O)c1nnn(-c2c(C)cccc2C)c1C
 : -1%	-1%	-3%[76.3 µM]
CCOC(=O)c1ccc(NC(=O)C(CC)Sc2nc3ncccc3[nH]2)cc1 (stereo unspecified)
 : 1%	-3%	-9%[76.3 µM]
CCOC(=O)CC(NC(=O)CCc1c(C)nc2cc(-c3ccccc3)nn2c1C)c1ccc(C)cc1 (stereo unspecified)
 : -5%	-5%	-25%[76.3 µM]
COc1cc(-c2noc(-c3ccc(NCCc4ccccc4)c([N+](=O)[O-])c3)n2)cc(OC)c1OC
 : -2%	0%	15%[76.3 µM]
CCN(CC)CCCNC(=O)CCc1c(C)n(CC)c2cc(-c3ccccc3OC)nn2c1=O
 : -5%	-2%	0%
CCOc1ccc(C(=O)c2cn(Cc3ccc(Cl)cc3)c3cc(OC)c(OC)cc3c2=O)cc1
 : 2%	2%	-5%[76.3 µM]
COc1ccc(OCc2ccc(-c3nc(C#N)c(NCc4ccccc4)o3)o2)cc1
 : -2%	-6%	?
COc1ccc(OC)c(-c2noc(N3CCN(c4cccc(C(F)(F)F)c4)CC3)n2)c1
 : 5%	4%	-1%[76.3 µM]
O=C(O)c1ccc(NC(=O)c2ccc(Cl)c(S(=O)(=O)N3CCCCCC3)c2)cc1
 : 4%	-5%	0%[76.3 µM]
Cc1cn2c(=O)cc(COc3ccccc3NC(=O)c3ccc(Cl)cc3)nc2s1
 : -2%	-1%	-8%[76.3 µM]
Cc1cc(N2CCC(C(=O)Nc3ccc(F)cc3F)CC2)n2nc(C)c(-c3ccc(Cl)cc3)c2n1
 : 1%	-6%	-11%[76.3 µM]
CCc1ccc(CNc2ncc(-c3cccc(OC)c3)n2C)cc1
 : ?	3%	?
Cc1ccc(-c2nnc(Nc3cccc(O)c3)c3ccccc23)cc1S(=O)(=O)N1CCOCC1
 : -2%	-1%	10%[76.3 µM]
COc1ccc(C)cc1NC(=O)COCc1cc(-c2ccc(F)cc2)on1
 : 2%	0%	1%[76.3 µM]
CC(C)CCNC(=O)CSCc1cnn(-c2ccccc2)c1-n1cccc1
 : -1%	0%	18%[76.3 µM]
CCCN(CCC)C(=O)Cn1c(=O)n(-c2ccccc2)c(=O)c2c3c(sc21)CCCC3
 : 7%	-2%	-9%[76.3 µM]
Cc1cc(Cl)ccc1OCCSc1nnc(-c2cccs2)o1
 : -9%	5%	12%[76.3 µM]
CC(=O)N1c2ccc(S(=O)(=O)N3CCN(c4ccc(C)cc4C)CC3)cc2CC1C (stereo unspecified)
 : 5%	-2%	-2%[76.3 µM]
Cc1ccc(C(=O)N2CCC(c3c[nH]c4ccccc34)(c3c[nH]c4ccccc34)CC2)cc1
 : 2%	2%	6%[76.3 µM]
Cc1cccc(NC(=O)CCCCCn2c(=O)[nH]c3ccsc3c2=O)c1
 : -14%	7%	9%[76.3 µM]
Cc1ccc(-c2cnc(NCc3c(F)cccc3Cl)n2C)cc1
 : 4%	6%	22µM*
COc1ccc(S(=O)(=O)N(CC(=O)Nc2cc(C)cc(C)c2)c2ccc(Cl)cc2)cc1
 : 2%	6%	-6%[76.3 µM]
Cc1ccc(C)c(S(=O)(=O)c2nnn3c2nc(N2CCOCC2)c2sccc23)c1
 : 0%	-5%	-12%[76.3 µM]
COc1ccc(CCN2C(=O)c3oc4cc(C)cc(C)c4c(=O)c3C2c2ccc(F)cc2)cc1OC (stereo unspecified)
 : 1%	-2%	-14%[76.3 µM]
CCc1nn(CC(=O)NCc2ccccc2Cl)c(=O)c2cc3ccccc3n12
 : 3%	7%	9%[76.3 µM]
COc1ccc(-c2nc(CN3CCC(C(=O)NCc4ccccc4)CC3)c(C)o2)cc1OC
 : 2%	-1%	-7%[76.3 µM]
CCOC(=O)C1CCN(c2nc3c(S(=O)(=O)c4ccc(Br)cc4)nnn3c3ccsc23)CC1
 : -2%	2%	16%[76.3 µM]
Cc1cccc(NC(=O)c2ccc(N(Cc3ccccc3)S(C)(=O)=O)cc2)c1
 : -9%	-8%	-8%[76.3 µM]
CCOC(=O)COc1ccc(C2C(C(=O)OC)=C(C)NC3=C2C(=O)c2ccccc23)cc1Cl (stereo unspecified)
 : -2%	5%	?
O=C(NCc1ccccc1)c1ccc2c(c1)N(Cc1ccccc1F)C(=O)c1ccccc1S2=O (stereo unspecified)
 : 3%	-3%	13%[76.3 µM]
Cc1ccccc1-c1noc(CSc2nc3ccccc3[nH]2)n1
 : 3%	2%	?
CCCN1CCN(CCCNC(=O)c2ccc3c(c2)sc2nc(-c4ccc(OC)cc4)cn23)CC1
 : -1%	-4%	-19%[76.3 µM]
COc1ccc(N(C)C(=O)Cn2cc(S(=O)(=O)N3CCN(c4ccccc4F)CC3)c3ccccc3c2=O)c(OC)c1
 : 0%	-7%	-10%[76.3 µM]
CCNc1ccc(-c2nc(-c3ccco3)no2)cc1[N+](=O)[O-]
 : 1%	5%	-9%[76.3 µM]
CCOC(=O)c1c(-c2ccccc2)oc2ccc(OCc3ccc(C)cc3)cc12
 : 2%	1%	-15%[76.3 µM]
Cc1ccc2oc(C(=O)Nc3c(C(=O)Nc4cccc(Cl)c4)oc4ccccc34)cc(=O)c2c1
 : -20%	-3%	18%[76.3 µM]

Additional entries follow.
smiles | TexasRed fluor | TRb-SRC2 inh | GAA glycogen mod
CC(C)Oc1cccc(C2CC(=O)Nc3cc4c(cc32)OCO4)c1 (stereo unspecified) | 2% | -2% | -10%[76.3 µM]
Cc1cccc(NC(=O)Cn2cc(C(=O)c3ccco3)c3ccccc32)c1C | ? | 1% | -4%[76.3 µM]
CC(=O)N1CCc2c(sc3c2c(=O)n(CCc2ccccc2)c(=O)n3CC(=O)Nc2ccccc2F)C1 | -16% | -4% | 7%[76.3 µM]
COc1cccc(NC(=O)Cn2c(=O)n(CCC(=O)NCc3ccccc3OC)c(=O)c3ccccc32)c1 | 2% | -1% | -10%[76.3 µM]
O=S(=O)(c1ccc(-c2csc(=Nc3ccc(F)cc3)n2CCCCCCO)cc1)N1CCCC1 | 1% | -3% | -13%[76.3 µM]
COc1cc(NC(=O)CN(c2ccc(C)cc2)S(=O)(=O)c2cccc3nonc23)cc(OC)c1 | -1% | 7% | -10%[76.3 µM]
O=C1c2oc3ccccc3c(=O)c2C(c2cccc(O)c2)N1Cc1ccc(F)cc1 (stereo unspecified) | 3% | 3% | 0%[76.3 µM]
Cc1c(Cl)cccc1NC(=O)C1CCCN(c2nnc(-n3c(C)ccc3C)s2)C1 (stereo unspecified) | -2% | -2% | 13%[76.3 µM]
Cc1nc2sccn2c(=O)c1S(=O)(=O)Nc1cc(Cl)ccc1O | -1% | 3% | ?
Cc1cc2oc(C(=O)N(Cc3ccc(Cl)cc3)Cc3ccco3)c(C)c2cc1Cl | ? | -7% | 9%[76.3 µM]
COc1ccc(NC(=O)CSc2nc(-c3ccco3)cc(C(F)(F)F)n2)cc1Cl | -21% | 3% | 8%[76.3 µM]
COc1cc(/C=C/c2nc(C#N)c(N3CCCCC3)o2)cc(OC)c1OC | -1% | 4% | -4%[76.3 µM]
Cc1nn(-c2ccccc2)c2nc(C3CC3)cc(C(=O)NCc3ccccc3Cl)c12 | -1% | 5% | ?
O=C(Nc1ccc(SC(F)F)cc1)c1cc(-c2ccc3c(c2)OCCO3)on1 | -14% | 1% | 14%[76.3 µM]
COc1ccc(-c2noc(CSc3nnc(C)n3-c3ccc(C)cc3)n2)cc1OC | -19% | 5% | 6%[76.3 µM]
CCc1ccc(C2CC(=O)c3c([nH]c(C(=O)OC4CCC(C)CC4)c3C)C2)cc1 (stereo unspecified) | -1% | 1% | 1%[76.3 µM]
COc1ccc(N2CCN(C(=O)C3CCCN(S(=O)(=O)c4ccc5c(c4)oc(=O)n5C)C3)CC2)cc1 (stereo unspecified) | -1% | 0% | -2%&-10%[76.3 µM]
CCOC(=O)C1CCN(C(=O)CN2c3ccc(CC)cc3-c3ccccc3S2(=O)=O)CC1 | ? | 1% | -6%[76.3 µM]
COc1ccc(C)cc1NC(=O)c1cnc2ccc(C)cn2c1=O | -13% | -7% | 9%[76.3 µM]
CCOC(=O)c1c(NC(=O)c2cc(=O)c3cc(C)ccc3o2)sc2c1CCCC2 | 1% | -4% | 17%[76.3 µM]
COc1ccc(-n2cc(C(=O)NCCc3cc(OC)ccc3OC)c3ccccc3c2=O)cc1 | -6% | 6% | -11%[76.3 µM]
CC(NS(=O)(=O)c1ccc2c(c1)CCN2C(=O)CCCC(=O)O)c1ccccc1 (stereo unspecified) | 0% | -1% | 16%[76.3 µM]
CCOC(=O)c1c(-c2ccccc2)csc1NC(=O)c1cc(-c2ccc(F)cc2)on1 | 6% | 0% | 10%[76.3 µM]
Cc1ccccc1-c1cc2nccc(-c3cc(Cl)ccc3O)n2n1 | -2% | 4% | 4%[76.3 µM]

Fetched one by one from the entries so far:
smiles | TexasRed fluor | TRb-SRC2 inh | GAA glycogen mod
CCOC(=O)c1c(-c2ccccc2)csc1NC(=O)c1cc(-c2ccc(F)cc2)on1 | 6% | 0% | 10%[76.3 µM]
COc1ccc(N2CCN(C(=O)C3CCCN(S(=O)(=O)c4ccc5c(c4)oc(=O)n5C)C3)CC2)cc1 (stereo unspecified) | -1% | 0% | -2%&-10%[76.3 µM]
CCOC(=O)C1CCN(C(=O)CN2c3ccc(CC)cc3-c3ccccc3S2(=O)=O)CC1 | ? | 1% | -6%[76.3 µM]
CCOC(=O)c1c(NC(=O)c2cc(=O)c3cc(C)ccc3o2)sc2c1CCCC2 | 1% | -4% | 17%[76.3 µM]

Next section.
smiles | TexasRed fluor | TRb-SRC2 inh | GAA glycogen mod
O=c1c(S(=O)(=O)c2ccccc2)cn(Cc2cccc(F)c2)c2cc(N3CCCC3)c(F)cc12 | ? | -21% | -5%[76.3 µM]
O=C(Cn1cc(S(=O)(=O)Cc2cccc(Cl)c2)c2ccccc21)NCCc1ccccc1 | 8% | 7% | -6%[76.3 µM]
COc1ccc(Oc2nc3c(C)cccn3c(=O)c2/C=C(\C#N)c2nc3ccccc3[nH]2)cc1 | -14% | 6% | ?
COc1ccc(NC(=O)c2csnn2)cc1Cl | 9% | 1% | 13%[76.3 µM]
COc1ccc(NC(=O)c2oc3ccccc3c2NC(=O)C23CC4CC(CC(C4)C2)C3)c(OC)c1 | -4% | -10% | 3%[76.3 µM]
CCOc1ccc(NC(=O)c2sc3nc4c(cc3c2N)CN(Cc2ccccc2)CC4)cc1 | ? | 2% | -7%[76.3 µM]
CC(C)CCNC(=O)Nc1ccc2c(c1)N(Cc1ccccc1)C(=O)c1ccccc1S2 | 0% | -7% | -10%[76.3 µM]
Cc1cccc(-n2c(C)cc(C(=O)C(=O)Nc3ccccc3F)c2C)c1C | -1% | -2% | -14%[76.3 µM]
O=C(CC(=O)Nc1ccccc1F)Nc1ccc2nc3n(c(=O)c2c1)CCCCC3 | -1% | 5% | -10%[76.3 µM]
COc1ccc(CNC(=O)c2ccc3c(c2)N(Cc2ccccc2)C(=O)c2ccccc2S3(=O)=O)cc1 | -3% | 2% | -2%[76.3 µM]
COc1ccc(Nc2cc(C(=O)NCc3ccccc3)c3ccccc3n2)c(OC)c1 | 2% | -1% | -18%[76.3 µM]
Cc1cc(NS(=O)(=O)c2ccc(NC(=O)COc3cc(C)c(Br)cc3C(C)C)cc2)no1 | 0% | 14% | -11%[76.3 µM]
O=C(Nc1ccccc1F)c1oc2ccccc2c1NC(=O)c1c(F)cccc1F | 0% | -4% | 2%[76.3 µM]
CCOc1ccc(CCNC(c2nnc(-c3ccccc3)o2)c2ccccc2Cl)cc1OCC (stereo unspecified) | 1% | 2% | -12%[76.3 µM]
CCN1CCN(c2cc(C)c3cc(NC(=O)/C=C/c4ccc(OCCC(C)C)cc4)ccc3n2)CC1 | 0% | 7% | -5%[76.3 µM]
